Compound activity: PubChem BioAssay, Broad Institute
ERp5 inh: inhibitors of ERp5-driven insulin aggregation, primary screen, biochemical, turbidity, absorbance 650 nm, single point | 90 min | actives 0.05% (n = 350,000) | AID 651711, 2012 | inhibition, % at 9.99 µM | Protein disulfide-isomerase A6 (Homo sapiens), Q15084;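 active means mean replicate inhibition above about 25%, with every replicate also reaching it, limit read from the data, passing the limit was not always enough; inconclusive means only one of those two criteria met; inactive means neither criterion met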
CASP6 VEID inh: human caspase-6 inhibitors, primary screen, biochemical, VEID-R110 fluorescence, single point, set 2 | P55212 | purified caspase-6, Z-VEID-R110 cleavage fluorescence | inhibition, % at 12.5 µM | actives 0.53% (n = 350,000) | AID 686996, 2013;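 active means mean inhibition across replicates at least about 35%, with every replicate also reaching that limit, limit read from the data; inconclusive means only one of the two criteria met; inactive means neither criterion met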;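 further: 0% = median of neutral control wells and 100% = no fluorescence left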
Target sequence (P55212 24-179 limits assumed): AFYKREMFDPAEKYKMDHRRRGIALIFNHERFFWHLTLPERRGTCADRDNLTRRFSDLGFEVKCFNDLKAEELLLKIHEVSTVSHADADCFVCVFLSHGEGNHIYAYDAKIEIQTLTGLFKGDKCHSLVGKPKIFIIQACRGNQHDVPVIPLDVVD
Target sequence (P55212 194-293 limits assumed): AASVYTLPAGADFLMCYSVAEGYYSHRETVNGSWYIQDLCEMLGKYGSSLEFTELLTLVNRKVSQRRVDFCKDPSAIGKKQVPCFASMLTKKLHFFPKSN
esBAF inh: Bmi1 luciferase reporter increase in mESCs, primary screen, esBAF inhibitor project, mouse ES cells, Bmi1 luciferase knock-in, single point. reporter increase, % at 12.5 µM. actives 2% (n = 350,000). 24 h; 100% = twice the neutral-well signal. AID 602393, 2012; in the data active means activation above about 40%; inconclusive means no clear call, values can overlap the other calls;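 further: 0% = median of the plate's neutral control wells and 100% = double that signal; a rise in the Bmi1 reporter signal indicates esBAF inhibition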
RAD54 branch: inhibitors of human RAD54 branch migration, primary screen, biochemical, fluorescence, single point; inhibition, % at 10.4 µM; AID 602329, 2012; actives 0.14% (n = 360,000); DNA repair and recombination protein RAD54-like (Homo sapiens), Q92698; RAD54 Holliday junction branch migration, FAM/BHQ fluorescence;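 active means mean normalized replicate activity at least 40 and at least half of replicates scoring 40 or more; inconclusive means only one of the two criteria met; inactive means mean below 40 and under half of replicates reaching 40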;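 further: 0% = median of neutral control wells and 100% = median of positive control wells; inhibitors cause a drop in the FAM fluorescence signal; in these data hits start at about 50%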
Target sequence (Q92698 whole entry, looked up): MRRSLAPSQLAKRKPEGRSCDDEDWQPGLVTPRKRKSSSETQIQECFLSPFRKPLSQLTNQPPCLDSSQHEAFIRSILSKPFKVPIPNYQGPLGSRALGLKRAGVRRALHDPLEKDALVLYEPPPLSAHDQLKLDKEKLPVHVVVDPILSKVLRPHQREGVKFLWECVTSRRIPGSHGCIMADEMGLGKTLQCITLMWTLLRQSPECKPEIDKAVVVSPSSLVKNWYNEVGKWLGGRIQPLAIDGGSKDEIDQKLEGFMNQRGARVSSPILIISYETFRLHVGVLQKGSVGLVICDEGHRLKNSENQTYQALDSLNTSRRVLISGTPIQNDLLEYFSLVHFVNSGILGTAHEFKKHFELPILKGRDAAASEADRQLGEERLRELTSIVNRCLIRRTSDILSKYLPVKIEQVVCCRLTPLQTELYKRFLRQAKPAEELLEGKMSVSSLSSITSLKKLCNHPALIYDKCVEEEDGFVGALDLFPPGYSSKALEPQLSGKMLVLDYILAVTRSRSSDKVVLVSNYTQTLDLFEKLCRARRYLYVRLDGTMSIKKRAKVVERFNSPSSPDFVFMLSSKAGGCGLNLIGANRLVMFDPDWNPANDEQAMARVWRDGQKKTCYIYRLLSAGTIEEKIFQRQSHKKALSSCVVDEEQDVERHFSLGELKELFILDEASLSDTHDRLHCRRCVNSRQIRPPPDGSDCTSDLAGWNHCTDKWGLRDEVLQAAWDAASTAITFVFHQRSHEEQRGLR
ARNT TACC3 PPI: disruptors of ARNT/TACC3 protein interaction, primary screen, biochemical, AlphaScreen, single concentration; inhibition, % at 9.99 µM; Transforming acidic coiled-coil-containing protein 3 (Homo sapiens), Q9Y6A5; AlphaScreen His-ARNT PAS-B/GST-TACC3 binding, luminescence; TACC3 fragment carries E629A point mutation; actives 0.66% (n = 390,000); AID 623870, 2012;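 active means mean inhibition of replicates at least 50% and at least half of replicates each reaching 50%; inconclusive means half or more replicates reach 50% but mean below 50%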;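 further: 0% = complete ARNT plus TACC3 wells and 100% = ARNT alone without TACC3; many hits fall short of the cut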
E-selectin induc: E-selectin induction in HUVECs, primary screen, imaging, HUVEC, immunofluorescence imaging, single point | P16581 | normalized: neutral wells 0, TNF-alpha wells 100 | activation, % at 7.58 µM | actives 0.37% (n = 260,000);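 active means mean E-selectin-positive cell signal at least 10% of the positive control, reached in at least 60% of replicates, without over 20% cell loss; inconclusive means no rule given, readout overlaps actives, possibly toxicity-flagged; inactive means the rest, including those meeting only one limit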;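 further: in these data hits start at about 27%; measured in HUVEC primary endothelial cells; signal is the percent of cells scored E-selectin positive by PE staining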
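Test system: HUVEC; input: 3,000 HUVEC/well; measured by: immunofluorescence imaging; read-out: % PE-positive cells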
RAD52 anneal inh: RAD52 DNA annealing inhibitors, primary screen, biochemical, FRET, single point, set 2. recombinant RAD52 DNA annealing, FRET fluorescence. DNA repair protein RAD52 homolog (Homo sapiens), P43351. actives 0.46% (n = 360,000). AID 651710, 2012. inhibition, % at 18.7 µM;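 active means every replicate showing at least 50% inhibition; inconclusive means mean inhibition at least 50% but not in every replicate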
PglD DTNB: C. jejuni PglD acetyltransferase inhibitors, primary screen, biochemical, DTNB colorimetric, single point; UDP-N-acetylbacillosamine N-acetyltransferase PglD (Campylobacter jejuni); purified PglD enzyme, DTNB colorimetric CoA detection; inhibition, % at 12.5 µM; actives 0.098% (n = 360,000); AID 602405, 2012; in the data active means inhibition above about 16%, passing the limit was not always enough; inconclusive means no clear call, values can overlap the other calls; further: strong numbers were not always called active
Numbers without * were called inactive; ? = inconclusive; . = no result given.

SMILES | ERp5 inh | CASP6 VEID inh | esBAF inh | RAD54 branch | ARNT TACC3 PPI | E-selectin induc | RAD52 anneal inh | PglD DTNB
O=C(c1cccc(F)c1)N1CC(=O)N2[C@H](CO)[C@@H](c3ccc(/C=C/c4ccccc4)cc3)[C@H]2C1 | -0.6 | 3.3 | . | . | . | 0.2 | 12.4 | .
CCOC(=O)c1nn(-c2ccc3c(c2)OCCO3)cc1O | 2.2 | 3.3 | 0.6 | 3.2 | -1.4 | . | -19.0 | 4.0
CC(C)(C)c1ccc(OCCNC(=O)Cc2ccc(F)cc2)cc1 | -4.7 | -0.9 | . | . | -8.5 | -0.1 | -1.9 | .
Cc1ccc(C(=O)NCCSc2ccc(Cl)cc2)cc1[N+](=O)[O-] | . | . | 6.2 | 1.1 | -0.6 | . | . | -0.1
CCCCN(CCCC)CP(=O)(c1ccccc1)c1ccccc1 | . | . | -4.2 | -18.1 | 0.0 | . | . | -14.3
COCCn1c(C)cc(C(=O)CSc2ccc3ccccc3n2)c1C | . | . | 8.3 | -3.5 | -16.9 | . | . | -4.0
Cc1cccc(NC(=O)CSc2nc3ccccc3nc2N2CCCCC2)c1 | -10.2 | -0.9 | -3.8 | 0.9 | -3.3 | . | -41.2 | -0.7
Nc1c(C(=O)Nc2ccccc2)sc2nc(N3CCOCC3)c3c(c12)CCCC3 | 16.1 | -2.5 | 30.2 | 3.1 | . | -0.2 | -19.2 | 4.3
Cc1cc(C)n(CCC(=O)N/N=C/c2ccc(Cl)c([N+](=O)[O-])c2)n1 | 1.5 | -2.2 | . | -1.8 | 5.1 | . | -16.9 | 3.5
CCCN(CC(=O)Nc1ccccc1OC)C(=O)c1cc(S(=O)(=O)NCc2ccccc2)ccc1C | 5.5 | -172.8 | -3.8 | 5.0 | -1.2 | -0.5 | 2.9 | -0.5
O=S(=O)(c1ccc(OCC(O)CNCc2ccco2)c(Cl)c1)N1CCOCC1 (centres undefined) | 2.3 | 0.9 | 3.3 | -10.0 | -1.1 | . | -27.9 | 2.7
CC(C)(C)NS(=O)(=O)c1ccc(OCC(=O)Nc2ccc3c(c2)OCCO3)cc1 | . | . | -3.8 | -5.9 | 21.5 | . | . | 3.5
CN(C)S(=O)(=O)c1cccc2nsnc12 | . | . | 4.3 | -2.1 | -9.2 | . | . | 3.0
COc1cccc2sc(N(CCCN(C)C)C(=O)C(c3ccccc3)c3ccccc3)nc12 | -1.9 | -14.2 | 1.2 | 22.8 | 12.9 | -0.2 | 56.2* | -5.9
NC(=O)NOCc1ncc(C(F)(F)F)cc1Cl | . | . | 0.3 | 1.5 | -1.8 | . | . | 0.9
COc1ccccc1CNc1ccc(CNc2ncn[nH]2)cc1 | -4.2 | -3.1 | . | . | -2.4 | 0.1 | -3.9 | .
CS(=O)(=O)N(CC(=O)N1CCN(c2ccc(F)cc2)CC1)C1CCCCC1 | . | . | 5.1 | 3.6 | -8.2 | . | . | 1.9
C[C@@H]1CN([C@@H](C)CO)C(=O)c2cc(-c3cccnc3)cnc2O[C@@H]1CN(C)S(C)(=O)=O | 3.0 | 2.1 | -9.0 | -5.8 | -5.7 | -0.9 | 2.4 | -1.8
COC(=O)N1[C@H](Cc2ccccc2)C=C[C@]1(C)C(=O)O | -1.5 | 0.3 | -2.8 | -4.4 | 39.4 | 0.0 | -12.8 | -1.2
C[C@@H]1CN([C@@H](C)CO)C(=O)c2cc(Br)cnc2O[C@@H]1CN(C)Cc1ccccc1 | -20.7 | 3.5 | -2.8 | 6.0 | 2.0 | 0.0 | 13.1 | -1.3
Cn1c(C(=O)NCCCN2CCc3ccccc3C2)cc2c(=O)n(C)c3ccccc3c21 | -4.1 | -1.4 | -1.3 | 19.2 | -6.6 | 0.0 | 20.0 | 1.4
COc1ccc2nc3n(c(=O)c2c1)-c1ncccc1C(=O)NC3CC(C)C (centres undefined) | 9.9 | -1.2 | -1.5 | -3.8 | . | 0.2 | -1.9 | -1.7
C[C@H](CO)N1C[C@H](C)[C@@H](CN(C)C(=O)CC2CC2)Oc2cc(C#CCN(C)C)ccc2S1(=O)=O | 0.0 | -0.7 | -0.6 | 6.5 | 5.1 | 1.0 | -2.9 | -1.7
CCC(=O)N1C[C@H](C)[C@@H](OC)CN(C)C(=O)c2cc(NC(=O)COC)ccc2OC[C@@H]1C | -5.6 | 0.2 | -1.1 | 2.2 | 6.5 | -0.1 | -8.4 | -4.6
CC(C)NC(=O)N[C@@H]1C=C[C@@H](CC(=O)NCCCN(C)C)O[C@H]1CO | -1.8 | 1.5 | -0.6 | 1.5 | -38.1 | 0.2 | -6.3 | -1.7
O=C(NCc1ccccn1)c1ccc(CNS(=O)(=O)c2cccc(Cl)c2)cc1 | -5.5 | 2.8 | . | 2.4 | -24.8 | . | -4.1 | 2.3
Cc1ccccc1-c1nnc(CS(=O)(=O)c2ccccc2)o1 | -0.6 | . | 15.5 | 0.3 | -7.7 | -0.1 | -19.4 | 1.0
O=C(c1cccc(S(=O)(=O)N2CCCC2)c1)N1CCCC(C(F)(F)F)C1 (centres undefined) | 4.5 | -249.0 | -3.6 | 30.5 | -17.0 | -2.3 | -16.1 | -3.5
CC(C)C(=O)Nc1ccc2c(c1)C(=O)N(CCC(=O)O)C2=O | . | . | -12.0 | 8.8 | 17.2 | . | . | 3.9
NS(=O)(=O)c1ccc(NC(=S)NC(=O)c2cccc(Br)c2)cc1 | 2.4 | 4.7 | 12.6 | -1.5 | -1.0 | . | -39.9 | 1.2
C[C@H]1CCCCO[C@@H](CN(C)C(=O)Nc2ccccc2)[C@@H](C)CN([C@@H](C)CO)C(=O)c2cc(NC(=O)c3ccncc3)ccc2O1 | 0.4 | -0.9 | -3.9 | 6.5 | 2.9 | . | 9.9 | 0.2
CC1CCN(Cc2cc(=O)oc3cc4c(cc23)CCCC4)CC1 | 2.1 | 0.6 | -3.4 | 3.2 | 2.5 | 0.3 | -8.7 | -2.5
CC(C)NC(=O)Nc1ccc2c(c1)C(=O)N([C@@H](C)CO)C[C@H](C)[C@@H](CN(C)CC1CCCCC1)OCCCC[C@H](C)O2 | -6.2 | -2.2 | -4.3 | 5.8 | -2.8 | -0.4 | 4.3 | -16.2
CCN(CC)S(=O)(=O)c1ccc(C(=O)OCC(=O)NCCN2C(=O)CSC2=O)cc1 | 5.9 | 1.9 | -8.8 | 5.1 | -2.4 | . | -8.6 | 4.9
CCOC(=O)C1CCN(C(=O)c2ccco2)CC1 | . | . | -3.3 | -3.6 | -2.4 | . | . | -1.9
CCOc1ccc(NC(=O)CN(C)C(=O)c2n[nH]c(=O)c3ccccc23)cc1OCC | 4.5 | 0.9 | . | 17.6 | -0.1 | 0.7 | -11.0 | -3.3
C[C@@H]1CN([C@@H](C)CO)C(=O)c2cc(C#CCN(C)C)cnc2O[C@H]1CN(C)Cc1cccc(F)c1 | -1.7 | -65.9 | -1.6 | 1.8 | -0.6 | 0.2 | 6.9 | -2.4
Cn1c(Cn2c(=O)sc3ccccc32)nnc1SCC(=O)N1CCCC1 | 0.6 | 0.5 | -0.7 | 1.8 | . | 0.1 | -6.0 | -0.3
CC(=O)N1CC2(C1)[C@H](c1ccc(-c3ccc(C#N)cc3)cc1)[C@H](CO)N2C(=O)C1CC1 | -6.4 | 2.2 | . | . | . | -0.1 | -18.9 | .
COc1cc(-c2noc(C)c2C(=O)NCCc2c[nH]c3ccccc23)cc(OC)c1OC | 7.6 | 3.0 | -8.1 | 2.9 | -1.3 | 0.7 | -45.9 | -4.1
O=C(NC1CCCCC1)C(=S)NCc1ccccc1 | 2.7 | 2.1 | 50.4* | -6.8 | -10.0 | . | -7.6 | 5.8
CC(=O)n1c(Cl)c(NC(=O)CCl)c2ccccc21 | -4.3 | 2.8 | -6.8 | -29.1 | -4.1 | . | 2.2 | 0.9
CCC(=O)N1[C@H](CO)[C@@H](c2ccccc2)C12CN(C(=O)Cc1ccccc1)C2 | -0.8 | -1.8 | . | . | . | -0.3 | -5.0 | .
COc1ccc(CN(C)C[C@H]2OCCCC[C@@H](C)Oc3ccc(NS(=O)(=O)c4ccc(C)cc4)cc3C(=O)N([C@H](C)CO)C[C@@H]2C)cc1 | 4.4 | -1.2 | -0.3 | -0.5 | -7.3 | 0.2 | 10.0 | -12.2
CC1CCCN(CC(O)COCc2ccc3c(c2)OCO3)C1 (centres undefined) | 7.2 | -3.7 | -3.9 | 6.2 | 24.4 | 1.2 | -7.8 | -3.1
O=C(CN1CCN(Cc2ccccc2F)C1=O)NCc1cccnc1 | -2.3 | -0.2 | -7.6 | 11.2 | 1.6 | 0.1 | -3.6 | -0.6
CCCCN(C)C(=O)c1cc2c(s1)-c1ccccc1S(=O)(=O)C2 | -6.0 | -2.7 | 15.0 | -4.5 | 1.0 | -0.6 | -0.1 | 2.7
CCOC(=O)N1CCc2c(sc3c2c(=O)n(Cc2ccccc2)c(=O)n3Cc2ccc(C)cc2)C1 | 2.4 | 0.8 | -1.9 | -5.6 | -5.0 | 3.7 | -7.4 | -0.7
O=C1CCCN1CCCNc1ncnc2c1[nH]c1ccc(Cl)cc12 | 3.7 | 0.7 | 6.5 | 7.6 | -4.5 | . | 14.4 | 10.9
O=C(O)c1[nH]c2ccccc2c1-c1ccccc1 | . | . | -5.1 | -1.6 | -13.1 | . | . | 0.3

Further structures follow:
SMILES | ERp5 inh | CASP6 VEID inh | esBAF inh | RAD54 branch | ARNT TACC3 PPI | E-selectin induc | RAD52 anneal inh | PglD DTNB
COc1cccc(C(C(=O)NC(C)(C)C)N(C(=O)CCC(=O)Nc2cc(C)on2)c2ccc3c(c2)OCCO3)c1OC (centres undefined) | 3.0 | 1.6 | 0.9 | 0.1 | 2.1 | . | -2.1 | 2.7
C[C@H]1CN([C@@H](C)CO)C(=O)c2cccc(NS(=O)(=O)c3cn(C)cn3)c2O[C@@H]1CN(C)C(=O)Nc1ccc(C(F)(F)F)cc1 | -1.3 | 0.3 | 4.9 | 12.3 | -6.7 | ? | -0.3 | -2.7
Nn1c(SCC(=O)Nc2c(Cl)cccc2Cl)nncc1=O | -8.6 | 3.4 | -5.9 | 3.1 | -0.4 | 1.8 | 5.1 | 1.0
CC(C)c1ccc(NC(=O)CN2CCN(C(=O)C3CCCO3)CC2)cc1 (centres undefined) | -0.6 | -3.2 | -2.8 | -0.8 | . | -0.9 | -8.4 | 0.1
